# FBA Mtb inh: Mtb fructose-bisphosphate aldolase inhibition; purified M. tuberculosis FBA, fluorescence read-out; inhibition, % at 1 µM; AID 588726; 2.3% of 360,000 active; P9WQA3; in the data active = inhibition above about 27%;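 note: 0% = vehicle and 100% = reference inhibitor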
# Target sequence (P9WQA3 whole entry, looked up): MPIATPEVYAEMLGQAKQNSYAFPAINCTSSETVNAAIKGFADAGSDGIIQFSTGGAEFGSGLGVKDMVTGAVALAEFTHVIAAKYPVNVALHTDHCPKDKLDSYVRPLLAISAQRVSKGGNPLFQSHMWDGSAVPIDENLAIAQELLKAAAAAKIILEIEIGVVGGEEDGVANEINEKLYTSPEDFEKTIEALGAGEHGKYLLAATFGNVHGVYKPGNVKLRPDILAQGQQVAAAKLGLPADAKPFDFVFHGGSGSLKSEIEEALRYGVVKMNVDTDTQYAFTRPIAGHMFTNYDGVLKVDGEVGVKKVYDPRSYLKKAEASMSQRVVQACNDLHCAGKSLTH
# BoNT F protease: BoNT F light chain protease inhibition; Multiplex microsphere protease cleavage assay, flow cytometry; inhibition, % at 10 µM; 0.22% of 360,000 active; AID 588497; in the data active = inhibition above about 35%, passing the limit was not always enough; inconclusive = no clear call, values can overlap the other calls; note: plate controls were buffer without enzyme for full effect and enzyme alone for no effect
# Rv3671c protease: inhibits the M. tuberculosis serine protease Rv3671c. inhibition, % at 5.96 µM. 0.048% of 320,000 active. AID 2606; in the data active = inhibition above about 38%;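 note: extracellular domain of Rv3671c used as enzyme; 0% = enzyme with DMSO and 100% = no enzyme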
# FadD28 binding: inhibitors of Mycobacterium tuberculosis FadD28 bisubstrate binding; FadD28 bisubstrate probe binding, fluorescence polarization; inhibition, % at 12.5 µM; 0.22% of 360,000 active; AID 588549; in the data active = inhibition above about 8.5%, passing the limit was not always enough; inconclusive = no clear call, values can overlap the other calls
# GDH-TPI inh: counter-screen for M. tuberculosis FBA inhibitors: GDH-TPI coupled enzymes; GDH-TPI coupled enzyme counterscreen, NADH absorbance; inhibition, % at 4.8 µM; 1.2% of 360,000 active; AID 588335; in the data active = inhibition above about 30%;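 note: 0% = DMSO wells and 100% = wells lacking the enzyme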
# Mtb UGM inh: blocks M. tuberculosis UGM enzyme; purified UGM, fluorescence polarization probe displacement; inhibition, % at 10 µM; 0.06% of 320,000 active; AID 504406; in the data active = inhibition above about 10%, passing the limit was not always enough; inconclusive = no clear call, values can overlap the other calls
# Target sequence (P9WIQ1 whole entry, looked up): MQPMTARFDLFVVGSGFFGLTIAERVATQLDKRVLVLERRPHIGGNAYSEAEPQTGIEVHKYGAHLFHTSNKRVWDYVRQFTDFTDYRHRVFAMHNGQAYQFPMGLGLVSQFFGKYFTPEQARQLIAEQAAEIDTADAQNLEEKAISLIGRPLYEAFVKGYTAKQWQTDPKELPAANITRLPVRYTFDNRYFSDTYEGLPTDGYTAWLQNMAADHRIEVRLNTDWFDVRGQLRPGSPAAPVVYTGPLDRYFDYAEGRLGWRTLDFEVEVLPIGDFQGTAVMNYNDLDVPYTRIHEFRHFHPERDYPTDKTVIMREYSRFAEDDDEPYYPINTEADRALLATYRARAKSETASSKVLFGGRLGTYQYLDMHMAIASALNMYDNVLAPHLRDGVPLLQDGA
# MazEF act: activators of E. coli MazEF toxin-antitoxin RNase. P0AE70. FAM/BHQ RNA-DNA oligo cleavage fluorescence, 5 h. activation, % at 20 µM. 0.32% of 350,000 active; in the data active = activation above about 50%
# Target sequence (P0AE70 whole entry, looked up): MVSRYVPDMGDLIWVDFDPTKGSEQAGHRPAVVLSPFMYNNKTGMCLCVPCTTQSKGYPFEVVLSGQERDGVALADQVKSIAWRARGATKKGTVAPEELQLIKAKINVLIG
# Mtb BioA inh: inhibitors of Mycobacterium tuberculosis BioA enzyme | purified M. tuberculosis BioA enzyme, plate reader | inhibition, % at 9.99 µM | 0.096% of 360,000 active; in the data active = inhibition above about 40%; inconclusive = no clear call, values can overlap the other calls
# PrPC surface inh: cell surface PrPC inhibition, primary TR-FRET screen | P04156 | TR-FRET read-out | inhibition, % at 13.8 µM | 0.43% of 370,000 active | AID 720596; in the data active = inhibition above about 24%; note: 0% = median of the test wells and 100% = reference compound wells
# * marks the source's active call; other numbers are inactive results; ? = inconclusive; · = not tested or not shown; & = joins results of further samples. Random draw from the library (roughly 4.8% active in at least one column).
SMILES,FBA Mtb inh,BoNT F protease,Rv3671c protease,FadD28 binding,GDH-TPI inh,Mtb UGM inh,MazEF act,Mtb BioA inh,PrPC surface inh
C[C@H](O)[C@@H]1C(=O)N2CCc3ccc(N4CCN(C)CC4)cc3[C@@H]2C[C@@H]1N(C)C(=O)NC1CCCCC1,0,-9,·,-0.6,-1,·,1,-2.6,14
COc1ccccc1Cc1c(-c2ccccc2)nc2c(C)cc(Br)cn12,2,-4,·,-0.9,·,·,·,-2.9,-25
Cc1ccc2c(CC(=O)Nc3nc(C)cs3)coc2c1,-1,-2,-7,-1.6,2,-1.1,-3,·,18
COc1cc(/C=N/NC(=O)CNC(=O)c2ccccc2)ccc1OC(=O)c1cccs1,-2,7,-10,-6.7,-2,2.0,11,·,-5
CCCCNC(=O)c1onc(CSc2cc(C)cc(C)c2)c1C(=O)O,-2,-12,2,-4.8,5,4.9,6,0.2,4
COc1ccc(/C=C(\NC(=O)c2ccccc2)C(=O)NNC(=O)CCN2CCOCC2)cc1,-2,-2,-4,-3.2,2,-0.9,8,·,1
CCc1ccc(S(=O)(=O)N/N=C\c2ccc([N+](=O)[O-])o2)cc1,-1,·,·,0.3,6,1.7,-1,1.4,-11
O=C(NCc1ccc(-n2cccc2)cc1)c1cccc(F)c1,-2,4,6,-4.1,-4,0.7,1,·,5
Cc1c(C(=O)N2CCN(c3ccc(F)cc3)CC2)oc2c1C(=O)CCC2,1,-1,0,-1.3,5,-3.2,4,29,4
Cc1ccc(C(=O)O)cc1NC(=S)NC(=O)c1ccc(-c2ccc(Cl)cc2)o1,2,0,-3,-2.7,-3,-0.6,-13,·,8
CC(=O)Nc1ccc(/C=C/c2noc(-c3ccccc3O)n2)cc1,2,?,-12,-0.8,3,0.8,-8,-0.4,·
Cc1ccc(CNC(=O)CCSCc2ccccc2C)cc1,2,-17,4,·,-6,-0.5,-2,-0.7,-3

# Copied from the list.
# Cc1ccc(C(=O)O)cc1NC(=S)NC(=O)c1ccc(-c2ccc(Cl)cc2)o1 – Mtb UGM inh = -0.6
# CCCCNC(=O)c1onc(CSc2cc(C)cc(C)c2)c1C(=O)O – Rv3671c protease = 2

# One compound at a time, from the list above. Values in the order: FBA Mtb inh, BoNT F protease, Rv3671c protease, FadD28 binding, GDH-TPI inh, Mtb UGM inh, MazEF act, Mtb BioA inh, PrPC surface inh
# CCc1ccc(S(=O)(=O)N/N=C\c2ccc([N+](=O)[O-])o2)cc1 is listed as -1, ·, ·, 0.3, 6, 1.7, -1, 1.4, -11
# Cc1ccc2c(CC(=O)Nc3nc(C)cs3)coc2c1 is listed as -1, -2, -7, -1.6, 2, -1.1, -3, ·, 18
# COc1ccc(/C=C(\NC(=O)c2ccccc2)C(=O)NNC(=O)CCN2CCOCC2)cc1 is listed as -2, -2, -4, -3.2, 2, -0.9, 8, ·, 1
# CCCCNC(=O)c1onc(CSc2cc(C)cc(C)c2)c1C(=O)O is listed as -2, -12, 2, -4.8, 5, 4.9, 6, 0.2, 4

# Going on with the list:
SMILES,FBA Mtb inh,BoNT F protease,Rv3671c protease,FadD28 binding,GDH-TPI inh,Mtb UGM inh,MazEF act,Mtb BioA inh,PrPC surface inh
Cc1cc(C(=O)Nc2ccccc2)c2ccccc2n1,-1,9,2,-5.1,-3,0.2,2,-2.2,-1
O=C(NCCc1cn2ccsc2n1)c1cccs1,5,-10,1,-1.8,3,1.2,-5,-0.6,2
Cc1ccc2c(c1)[nH]c1c(=O)n(Cc3ccco3)cnc12,3,-2,3,0.1,22,-2.1,-13,·,0
COc1ccc2nc(NC(=O)C3CCN(S(=O)(=O)c4cccs4)CC3)sc2c1,1,2,-32,-8.9,-6,-0.3,-2,-0.1,13
Cc1[nH]nc2c1C(CC(C)C)C(C#N)=C(N)O2 (stereo not given),3,?,-4,1.5,0,-1.3,7,1.2,2
COc1cccc(C(=O)Nc2nnc(SCC(=O)NC3CC3)s2)c1,1,-1,1,·,22,-0.1,3,-3.7,-2
O=C(COC(=O)c1cc([N+](=O)[O-])ccc1N1CCOCC1)NCc1ccc(Cl)cc1Cl,3,6,0,-2.9,8,0.2,-2,-2.7,-28
COc1ccc(-c2nc(S(=O)(=O)c3ccccc3)c(N3CCOCC3)o2)cc1,0,-4,-4,-1.4,8,2.0,-4,·,2
COc1ccccc1C(=O)NNC(=O)c1ccc(Cl)cc1,3,-7,-1,-1.0,-4,2.9,7,·,7
COc1ccc(NC(=O)CN2C(=O)NC(C)(C3CC3)C2=O)cc1S(=O)(=O)N1CCCCC1 (stereo not given),5,-5,-6,-0.8,9,-2.2,-3,-0.2,-9
Cc1ccc(NC(=S)N/N=C/c2cccn2Cc2ccccc2F)cc1,6,-19,8,-0.2,13,2.0,-3,0.5,-3
COC(=O)c1ccc(COc2ccc(/C=N/O)cc2OC)o1,-4,-2,-10,-2.2,4,-1.7,6,0.7,2
CC1CC1C(=O)Nc1cc(S(=O)(=O)N2CCOCC2)ccc1N1CCCC1 (stereo not given),1,-4,4,-0.3,3,-2.2,6,·,0
CCOc1ccc2cc(C#N)c(SCC(=O)OC)nc2c1,2,-3,-12,-0.9,20,0.3,20,-2.5,-1
COc1cccc(C(=O)CC(C(=O)O)c2ccc(F)cc2)c1 (stereo not given),1,1,5,-3.9,-3,-1.5,5,-0.9,-1
O=C(CSc1ccc2c(c1)OCCO2)NCc1ccco1,1,-7,-4,0.6,4,-0.6,3,-0.1,-9
CCOC(=O)C(CC)(CCC(=O)O)c1csc(N)n1 (stereo not given),1,0,-17,-1.3,12,2.8,1,0.0,-4
COc1ccc(-n2nc([N+](=O)[O-])c(=NCCC3=CCCCC3)n2O)cc1,-5,-3,8,-0.5,17,0.3,1,2.4,-27
O=C(COC(=O)C1CCCN1C(=O)c1cccs1)c1ccccc1 (stereo not given),-1,-5,4,-1.7,-2,0.2,-9,0.0,-1
Cc1cc(C)cc(OCC(=O)Nc2cccc(-c3nnc(-c4ccco4)o3)c2)c1,9,-3,-9,0.4,7,-2.2,-15,-5.8,-4
CCCC(=O)OCC(=O)Nc1ccccc1Sc1ccccc1,-1,-15,-6,-2.2,-4,0.7,-7,·,3
O=c1cc(-c2ccccc2)nc2nc(SCc3ccccc3)[nH]n12,-1,-4,2,-0.2,-1,-0.2,1,0.1,3
CCOc1ccc(N=c2cc(-c3ccc(OC)cc3)oc3ccccc23)cc1,22,-16,7,0.0,14,4.4,0,-1.4,-5
C[C@]12CCC3C(CC[C@H]4C[C@@H](O)CC[C@]34C)C1C[C@@H](O)[C@H]2O (stereo not given in full),2,-8,-2,-3.5,2,-0.1,10,-0.1,3
Cc1nn(C)c(Cl)c1C(=O)NCC(=O)O,-1,8,-11,1.0,6,1.2,-2,·,-5
COCCCn1c(SCC(=O)OC2CCCCC2)nnc1-c1cccs1,0,3,-1,-0.1,9,3.1,7,1.2,4
CCc1ccc(C(=O)COC(=O)C(Cc2ccccc2)NC(=O)C2CCC(C)CC2)cc1 (stereo not given),-1,-3,5,-0.2,-3,-0.9,6,-1.9,1
CCOC(=O)N1CCN(C(=O)c2cc3cc(F)ccc3[nH]2)CC1,3,-5,-5,-1.7,-2,2.7,2,-0.2,6
COc1cc(CNC2CCCCC2)c(Br)cc1OC1CCCC1,1,-11,-2,-1.6,-5,-0.6,-1,·,0
CCC(C)NS(=O)(=O)c1ccc(NS(=O)(=O)c2ccccc2[N+](=O)[O-])cc1 (stereo not given),-4,2,5,-4.1,-2,2.5,9,-3.4,-1
CCOc1cccc(/C(O)=C2/C(=O)C(=O)N(CCOC)C2c2ccncc2)c1 (stereo not given),2,2,-3,2.2,21,2.3,-1,-0.8,-2
CCOc1ccc(CCNC(=O)C2CCC(=O)N2C2CCCCC2)cc1OCC (stereo not given),-1,4,-17,-2.1,-7,0.7,6,-0.3,1
CC(C)c1ccc(N(C(=O)c2ccc3c(c2)OCO3)C2C=CS(=O)(=O)C2)cc1 (stereo not given),-1,3,1,-1.5,-7,-1.8,15,2.2,-1
Cc1ccccc1C(CC(=O)c1cccs1)C(C#N)C#N (stereo not given),0,-1,3,-5.1,0,-1.0,-2,5.4,-10
CCOC(=O)C1CCCN(S(=O)(=O)Cc2ccccc2Cl)C1 (stereo not given),-2,?,4,-0.2,-1,-2.2,4,0.6,-4
CCOc1ccccc1N1CCN(S(=O)(=O)c2ccc(Cl)s2)CC1,-1,-11,-1,-5.6,-9,-1.2,-10,0.0,4
COc1ccc(CCC(=O)OC(C)C(=O)c2ccc(C)cc2)cc1 (stereo not given),-2,-14,-6,-0.5,-2,1.5,3,·,-8
CCC(=O)Nc1cccc(-c2nnc(-c3ccccc3)o2)c1,2,3,1,-3.2,0,-4.1,6,12,-6
CN(C)c1ccc(C(=O)N2CC(=O)N(CCc3ccccc3)C(=O)C2)cc1,-2,-4,5,-3.2,8,1.0,0,-0.5,1
CC1CCN(C(=O)COC(=O)c2n[nH]c3ccccc23)CC1,12,-2,-2,-0.4,-9,-1.1,-6,0.1,-2
CC(O)CC(C)O (stereo not given),3,6,-2,-0.4,-1,1.2,1,-2.3,-4
O=C(NCC(=O)N(Cc1ccco1)C(C(=O)NC1CCCCC1)c1ccncc1)c1cccs1 (stereo not given),-1,4,4,-1.3,1,-0.4,-12,-1.8,3
Cc1c(OCC(=O)NCC(O)c2ccccc2)ccc2c3c(c(=O)oc12)CCC3 (stereo not given),15,0,-8,-0.6,7,-1.9,4,8.8,0
CC(C)C(NS(=O)(=O)c1ccccc1)C(=O)N1CCN(C(=O)c2ccco2)CC1 (stereo not given),-2,4,0,-0.2,-4,-3.9,4,-0.7,5
Cc1ccc(S(=O)(=O)N2CCC(C(=O)NCC3CCCCC3)CC2)cc1,0,-19,5,-0.8,-1,-1.7,2,-1.4,7
CC1CCCCN1S(=O)(=O)c1csc(C(N)=O)c1 (stereo not given),1,-4,-4,-2.3,-3,0.9,3,0.4,0
CNc1sc(C(=O)c2cccs2)c(N)c1-c1nc2ccccc2s1,-1,-38,-6,-0.9,17,-2.9,9,·,-12
COc1ccc(Cl)cc1NC(=O)c1noc(C)c1[N+](=O)[O-],-1,2,-8,-4.5,8,-1.1,-4,0.0,·
Cc1ccc(S(=O)(=O)Nc2ccc(O)c3ccccc23)c(C)c1,2,-29,·,55*,-3,-0.4,-20,-0.8,-10
C[C@H](CO)N1C[C@H](C)[C@@H](CN(C)C(=O)Nc2ccc3c(c2)OCO3)Oc2c(NC(=O)c3ccncc3)cccc2C1=O,-1,4,1,-0.8,-5,-0.1,1,-0.4&-0.9,6
CCCCNC(=O)c1onc(CSc2cccc3ccccc23)c1C(=O)O,-2,2,0,-1.3,6,0.7,-3,1.9,-2
COc1ccc(-n2c(/C=C/c3ccc(O)c(OC)c3)nc3ccccc3c2=O)cc1,-2,36*,-8,2.1,20,-1.6,-31,2.9,-14
Cc1cc(C(=O)Nc2cnc3ccccc3c2)ccc1[N+](=O)[O-],0,-5,1,-2.7,14,-2.9,4,·,3
O=C(CCn1c(=O)sc2ccccc21)NCc1cccs1,-2,5,-8,-0.3,4,3.1,0,-6.0,1
COc1ccc(-c2ccc(CN3C(CC(C)C)C(=O)N(Cc4cn(CC5CCCCC5)nn4)CCS3(=O)=O)cc2)cc1OC (stereo not given),-3,1,·,-3.7,0,·,0,-2.7,-4
CCOC(=O)CC(NS(=O)(=O)c1ccc(OC)c(OC)c1)c1cccc([N+](=O)[O-])c1 (stereo not given),-2,2,-4,-2.1,10,-0.4,6,4.7,-7
CCN1CCCc2cc(CN(CCN3CCOCC3)C(=S)Nc3ccc(OC)c(OC)c3)ccc21,-1,-10,-1,0.3,8,2.0,8,·,-10
CN(C(=O)c1nn(C)c2c1CSc1ccccc1-2)c1ccc(F)cc1,-1,-5,-16,-1.6,7,3.6,11,0.8,0
CCc1ccc(NC(=O)NCc2ccccn2)cc1,-1,1,2,-1.8,-5,3.6,2,-0.9,-4
Cc1ccc(C(=O)Nc2nc(C)c(C)s2)o1,0,8,1,-0.8,12,-0.3,-1,-1.1,7
CCOC(=O)C1CCN(C/C=C/c2ccccc2OC)CC1,2,-5,-6,-4.0,-1,1.5,-3,·,-2
O=C(NN1C(=O)C2C3c4ccccc4C(c4ccccc43)C2C1=O)c1ccccc1 (stereo not given),-1,-7,-1,0.4,3,-0.6,2,·,6

# Screening data (PubChem BioAssay)
